# GSK3beta inhib = human GSK3beta kinase inhibition | activity score (negative = inhibition), % at 10 µM | AID 2097 | 300,000 compounds, 0.038% hits | P49841 | GST-GSK3beta kinase, ADP-Glo luminescence, 60 min; stronger effect = lower value;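 active means more than half of replicate wells score below -50%, meaning over 50% inhibition versus plate controls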;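 further: 0% = median DMSO wells and -100% = median GW8510 positive control wells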
# Target sequence (P49841 whole entry, looked up): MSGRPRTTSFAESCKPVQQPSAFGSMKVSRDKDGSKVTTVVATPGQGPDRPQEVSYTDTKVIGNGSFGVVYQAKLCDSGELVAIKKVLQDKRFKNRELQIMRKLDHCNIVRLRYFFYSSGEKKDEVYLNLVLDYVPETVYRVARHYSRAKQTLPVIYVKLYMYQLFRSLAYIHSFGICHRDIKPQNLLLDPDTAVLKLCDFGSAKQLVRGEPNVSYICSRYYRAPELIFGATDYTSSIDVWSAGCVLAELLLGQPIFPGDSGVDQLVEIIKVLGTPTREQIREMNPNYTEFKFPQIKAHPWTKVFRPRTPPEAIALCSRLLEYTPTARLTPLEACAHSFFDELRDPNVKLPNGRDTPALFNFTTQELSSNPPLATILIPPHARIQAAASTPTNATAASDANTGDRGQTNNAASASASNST
#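 Assay system: GST-fused GSK3beta enzyme, cell-free / Medium: Tris pH 7.5 buffer with MgCl2, DTT, BSA, heparin / Also added: peptide substrate plus 25 µM ATP (final) / Compound: 10 µM single point / Timing: kinase reaction with compound 60 min at room temperature / Detection: ADP-Glo luminescence / Benchmarks: DMSO neutral wells and GW8510 at 20 µM as positive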
# HSP90 inh = inhibitors of HSP90 luciferase refolding in rabbit reticulocyte lysate | luciferase refolding luminescence, 3 h | inhibition, % at 5.6 µM | 290,000 compounds, 0.91% hits | AID 1789;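 active means inhibition above the screen-wide mean plus 3 SD, computed separately per campaign, cut at about 16% in these data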;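 further: 0% = DMSO wells and 100% = 60 µM geldanamycin wells; inhibitors lower the luminescence because luciferase stays unfolded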
# IEC-6 tox = counter-screen for KLF5 inhibitors: cytotoxicity in IEC-6 cells | inhibition, % at 5 µM | IEC-6 cytotoxicity, luminescence viability | 290,000 compounds, 0.78% hits; in the data active means inhibition above about 22%;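 further: 0% = plate median of test compound wells and 100% = cytotoxic reference compound wells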
# HSF1 activator = increases HSF-1 driven luciferase reporter signal; NIH3T3-HGL HSF-1 luciferase reporter, MG132, 8 h; 100% = twice DMSO control signal; activation, % at 9 µM; 300,000 compounds, 1.7% hits;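 active means mean replicate activation of at least 50% with a set share of replicates each reaching 50%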;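 further: 0% = median of the neutral control wells and 100% = twice that signal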
# HSF1 inh = HSF1 inhibition | activity change, negative = inhibition, % at 7.5 µM (by protocol) | 300,000 compounds, 0.77% hits | NIH3T3-HGL HSE-luciferase, MG132-induced, luminescence 8 h; stronger effect = lower value;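 active means more than half of replicate wells show activity change below -50%, luminescence cut by over half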;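 further: luciferase reports HSF-1 transcriptional activity via heat shock element; 0% = median of DMSO wells and -100% = zero luminescence signal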
# PolyA inhibitor = blocks polyadenylation in yeast reporter cells; 300,000 compounds, 0.02% hits; calls only at 12 µM; AID 1875; S. cerevisiae SKY197-pL101 polyadenylation reporter, beta-gal luminescence; efflux-impaired pdr1/pdr3 knockout yeast; score 100 = 6 SD above DMSO;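 active means lowest replicate activity score at least 50, where 100 means six control SD above control mean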;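 further: yeast exposed to compound for 9 h at 30 °C; higher score means more reporter readthrough which indicates perturbed polyadenylation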
# KLF5 inh = suppresses KLF5 promoter-driven expression. AID 1700. 290,000 compounds, 0.23% hits. inhibition, % at 5 µM. DLD-1 KLF5 promoter-luciferase reporter, luminescence;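 active means inhibition above a per-plate limit of that plate's mean compound inhibition plus 3 SD, cut at about 60% in these data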;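 further: 0% = DMSO wells and 100% = LY294002 at 200 µM; higher means less KLF5 promoter-driven luciferase light; inactives centre near -14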
# aSyn UTR inh = MLPCN primary screen, SNCA 5' untranslated region; alpha-synuclein 5'UTR reporter, inhibitor activity; inhibition, % (tested at 7.5 µM); 300,000 compounds, 0.82% hits; in the data active means inhibition above about 60%;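 further: H4 neuroglioblastoma cells stably carrying SNCA 5'UTR luciferase fusion; 0% = DMSO wells and 100% = positive control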
# AI-2 QS mod = modulates the Vibrio harveyi AI-2 quorum sensing system; 300,000 compounds, 0.4% hits; Vibrio harveyi JMH597 AI-2 luminescence/OD600 ratio, 9 h; stronger effect = lower value; strain lacks LuxN and CqsS sensors; 0 = neutral-control median; AID 2094; activity change, % at 7.5 µM; in the data active means activity change below about -75%, passing the limit was not always enough;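 further: luminescence divided by OD600 gain over 9 h not by final OD600 alone; inactives centre near 13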
# GSK3A inh = human GSK-3 alpha kinase inhibition. P49840. ADP-Glo luminescence, 60 min. inhibition, % at 10 µM. 320,000 compounds, 0.1% hits. AID 2650;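 in the data active means inhibition above about 50%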;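 further: GST-tagged GSK-3 alpha with peptide substrate and 25 µM ATP; 0% = DMSO neutral wells and 100% = GW8510 positive control wells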
# Target sequence (P49840 whole entry, looked up): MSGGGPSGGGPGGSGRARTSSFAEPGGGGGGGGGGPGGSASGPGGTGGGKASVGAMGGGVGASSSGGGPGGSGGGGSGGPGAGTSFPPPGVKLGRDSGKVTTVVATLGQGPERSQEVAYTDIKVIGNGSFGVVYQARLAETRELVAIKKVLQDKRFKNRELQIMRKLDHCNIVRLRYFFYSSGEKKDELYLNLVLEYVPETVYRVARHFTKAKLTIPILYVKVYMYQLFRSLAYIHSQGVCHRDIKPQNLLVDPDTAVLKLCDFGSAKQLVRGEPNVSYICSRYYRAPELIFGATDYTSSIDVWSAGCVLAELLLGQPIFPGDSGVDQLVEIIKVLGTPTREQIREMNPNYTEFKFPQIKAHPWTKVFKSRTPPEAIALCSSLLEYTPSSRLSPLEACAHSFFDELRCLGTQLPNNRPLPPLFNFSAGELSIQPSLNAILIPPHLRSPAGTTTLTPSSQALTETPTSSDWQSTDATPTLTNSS
# * marks the source's active call; other numbers are inactive results; i = inactive; nt = no result given. Not all compounds are listed, so the mix of outcomes need not match the whole.
SMILES,GSK3beta inhib,HSP90 inh,IEC-6 tox,HSF1 activator,HSF1 inh,PolyA inhibitor,KLF5 inh,aSyn UTR inh,AI-2 QS mod,GSK3A inh
NC(=O)CN1C(=O)C(O)(CC(=O)/C=C\C=C\c2ccccc2)c2ccccc21 (centres undefined),-1,5,-6,-3,6,i,-14,-38,27,nt
OCC[C@@H]1C[C@H](O)[C@@H](O)[C@@]2(Cc3ccccc3CO2)O1,-1,-3,-6,22,8,i,-32,12,5,-1
Cn1c(=O)n(Cc2ccc(Cl)cc2)c2ccccc21,2,1,-1,13,11,i,-26,32,7,3
CCN(CC)C(=O)CSc1nc2ncc(Br)cc2[nH]1,3,-2,0,17,-6,i,2,-5,25,-2
COc1cc2c(cc1OC)CN(CC(=O)Nc1ccc(Cl)c(S(=O)(=O)N(C)C)c1)CC2,1,0,1,-11,2,i,-14,-3,15,1
COCCNC(=O)C(c1cccs1)N(CCc1ccccc1)C(=O)Cn1nnc2ccccc21 (centres undefined),0,4,6,-4,-6,i,-6,-2,-6,1
O=C1C(NS(=O)(=O)c2ccc(Cl)cc2)=C(N2CCCCC2)C(=O)c2ccccc21,0,0,-3,20,8,i,-21,-41,13,1
Cc1cc(=O)n2[nH]c(NCc3c(F)cccc3Cl)nc2n1,5,-1,-2,11,-3,i,-15,3,32,-4
Cc1cccc(NS(=O)(=O)c2c(C)noc2C)c1,5,-4,-2,-25,-11,i,-5,17,19,-1
O=c1c2ccccc2ncn1CCCCOc1ccc(Br)cc1,-2,-2,-3,37,28,i,-33,-5,27,-3
COc1ccc(O)c(C(=O)c2cc(C#N)c(=O)n(-c3ccc(Cl)cc3)c2)c1,-2,-3,-3,13,4,i,-1,-1,2,-2
COC(=O)c1ccc(CNC(=O)c2ccc3oc(C(C)C)nc3c2)cc1,1,1,-1,20,10,i,-115,-96,41,-3
COc1ccc(/C=N/N=C2/NC(=O)C(c3ccccc3)S2)c(OC)c1 (centres undefined),0,1,1,15,1,i,-45,17,9,-6
O=C(CSc1nc2ccc(Cl)cc2[nH]1)NCc1ccco1,4,-3,-3,30,-1,i,-18,-30,23,2
O=c1cc(N2CCN(Cc3ccccc3)CC2)[nH]c(=O)n1-c1ccc(Br)cc1,2,10,-1,8,0,i,-21,13,10,-1
CCN(C(=S)NCc1ccccc1)c1ccccc1,0,-1,-11,33,4,i,-18,-2,6,-1
CC(=O)Nc1ccc(S(=O)(=O)N2CCN(c3ccc(C)c(Cl)c3)CC2)cc1,1,3,-2,-4,12,i,-60,21,30,3
COc1ccc(S(=O)(=O)c2c(O)c3ccc(C(=O)Nc4ccccc4Cl)cc3[nH]c2=O)cc1,0,0,-12,6,-5,i,-31,-7,7,-1
O=C1c2ccccc2-c2onc3c(N4CCN(CCO)CC4)cc(N4CCN(C(=O)c5ccco5)CC4)c1c23,0,2,2,-14,9,i,-5,27,10,7
COc1cccc(C(=O)N2CCC(C(=O)NCc3ccc(C)cc3)CC2)c1,-1,-2,0,10,4,i,6,5,31,0
Cc1ccc(S(=O)(=O)N/N=C2/CCCCC2C2CCCCC2)cc1[N+](=O)[O-] (centres undefined),2,-3,-7,0,-8,i,-10,-10,4,-2
Cc1nc2nc(COc3ccccc3)[nH]n2c(=O)c1Cl,4,0,0,-4,-7,i,-7,12,12,-1
CCn1c(SCC(=O)NCC2CCCO2)nnc1-c1ccccc1 (centres undefined),-1,1,-2,-6,-11,i,-31,7,16,nt
O=C(Nc1ccc(F)cc1)C1CCN(S(=O)(=O)c2cccs2)CC1,1,1,5,22,6,i,-16,2,0,-1
CCOC(=O)c1[nH]c2ccc(OC)cc2c1NS(=O)(=O)c1ccc(OC)cc1OC,0,0,-1,6,0,i,-17,1,17,0
O=C(N/N=C/c1ccsc1)C1CC1,-5,-3,-2,-7,-3,i,2,8,20,0
Cc1cc(C)c2c(N)c(C(=O)NN)sc2n1,2,2,0,-15,-2,i,-36,-1,10,1
NS(=O)(=O)c1ccc(CCNC(=O)C2CCN(S(=O)(=O)c3ccc(Br)s3)CC2)cc1,-2,-4,-7,-5,3,i,0,26,27,-1
COc1cc(C(=O)NCCC2=CCCCC2)cc(OC)c1OC,4,0,1,-5,14,i,-11,22,11,nt
CC1CCN(Cc2cc(=O)oc3cc(O)c(Cl)cc23)CC1,4,0,-7,-14,-11,i,-20,6,15,0
CCOP(=O)(OCC)C(C#N)=C1SCN(c2ccc(Cl)cc2)CS1,0,2,1,7,-2,i,-4,-4,21,-1
CC(=O)NC(CC(=O)Nc1ccc2c(c1)OCCO2)c1ccccc1 (centres undefined),3,-3,3,9,3,i,-16,-77,8,0
N#Cc1nc(-c2ccc(OCc3ccccc3)cc2)oc1NCCN1CCOCC1,-1,2,-1,-3,8,i,14,2,7,1
O=C(CNC(=O)c1ccco1)NCC(=O)OCc1ccccc1Cl,1,-4,-2,-10,2,i,9,4,3,-3
NS(=O)(=O)c1ccc(NC(=O)CSc2nnc(-c3cnccn3)n2-c2ccccc2)cc1,1,2,-6,-6,-10,i,-18,12,8,0
CC(C)Cc1nnc(NC(=O)CN2C(=O)NC3(CCCC3)C2=O)s1,2,nt,nt,-18,1,i,nt,14,-6,-1
Cc1cccc(CN2C(=O)N/C(=C/c3cc(C)n(-c4cc(C)ccn4)c3C)C2=O)c1,0,-1,-6,1,0,i,-21,10,18,-1
O=C(COC(=O)c1cccc(Br)c1)Nc1cccc2c1C(=O)c1ccccc1C2=O,0,-1,1,34,18,i,-12,-79,18,1
CC(C)Cc1nnc(NC(=O)C2CCN(C(=O)c3ccc(F)cc3)CC2)s1,3,nt,nt,-3,-2,i,nt,11,29,nt
C/C(=N\Nc1cc(N2CCOCC2)ncn1)c1cccc([N+](=O)[O-])c1,-1,-2,3,-1,5,i,-7,-81,14,9
CCOc1cc(C2C(C(=O)c3ccco3)=C(O)C(=O)N2Cc2ccccc2)ccc1O (centres undefined),0,4,4,30,5,i,2,12,39,-1
CC(=O)NNC(=O)c1cc2sccc2s1,4,1,1,7,-2,i,7,-23,12,7
Cc1ccc(-c2c[n+]3c(n2-c2ccccc2)CCC3)cc1,-1,2,22,-10,-4,i,9,-2,-2,-2
Cc1ccc(S(=O)(=O)N[C@H](C(=O)OCn2nnc3ccccc3c2=O)C(C)C)cc1,-2,1,1,15,4,i,-17,13,7,nt
CC1(C)Cc2c(sc3nc(-c4ccccc4)n(N)c(=O)c23)CO1,0,1,7,14,6,i,18,-48,26,-4
CSc1nc2nc3c(cc2c(=O)n1-c1ccccc1)COC(C)(C)C3,-4,4,-1,11,-3,i,9,7,-5,-2
CS(=O)(=O)N(CC(=O)Nc1ccc2c(c1)OCO2)c1ccc2c(c1)OCO2,0,2,4,6,6,i,-14,-5,15,2
Cn1ccnc1SC(=O)N1c2ccccc2Sc2ccccc21,0,6,3,16,0,i,-17,-8,18,-1
Cc1ccnc(NS(=O)(=O)c2ccc(NS(=O)(=O)c3ccc(Br)cc3)cc2)n1,4,-4,-8,10,2,i,-42,-37,86,-3
CCOc1ccc(N=C2NC(=O)S/C2=C\c2ccc(N(C)C)cc2)cc1,2,-1,-1,35,25,i,-142,-129,34,0
O=C(CSc1ncc(C(F)(F)F)cc1Cl)N1CCN(S(=O)(=O)c2ccc(Cl)cc2)CC1,-3,4,-8,-2,4,i,17,34,5,-3
CCN(CC)CCCn1c2c(c(SCC(=O)Nc3cc(OC)cc(OC)c3)nc1=O)CCC2,2,nt,nt,-1,-2,i,nt,-4,11,0
C=CC(=O)N1C/C=C\C(c2ccc(OC)cc2)N(Cc2ccc(F)cc2)C(=O)C1 (centres undefined),0,nt,nt,nt,5,i,nt,-43,23,nt
CS(=O)(=O)c1ccc2nc(NC(=O)C3COc4ccccc4O3)sc2c1 (centres undefined),-1,2,-6,40,1,i,-63,-98,37,-1
C/C(CC(=O)NCc1ccc(F)cc1)=N\NC(N)=S,2,0,0,-2,-3,i,-14,19,12,-1
CC(=O)NC(Cc1ccccc1F)C(=O)NC1CCN(C(=O)c2cnccn2)CC1 (centres undefined),-2,1,8,1,-7,i,-3,1,5,-2
CCOc1cccc(=O)c2c(C)oc(C)c12,5,4,5,23,-4,i,8,-16,-10,-1
CCOc1[nH]c(/N=C/c2ccco2)c(C#N)c1C#N,nt,0,0,nt,nt,nt,-25,nt,nt,7
CCCc1nnc(NC(=O)CCS(=O)(=O)Cc2ccccc2)s1,2,-7,-2,3,-1,i,-26,-18,21,-4
Cc1ccc(NC(=O)Cn2nnc(C(=O)NCc3cccs3)c2N)cc1Cl,-2,0,2,-4,0,i,-9,42,14,0

# For convenience, part of the list above.
SMILES,GSK3beta inhib,HSP90 inh,IEC-6 tox,HSF1 activator,HSF1 inh,PolyA inhibitor,KLF5 inh,aSyn UTR inh,AI-2 QS mod,GSK3A inh
CCCc1nnc(NC(=O)CCS(=O)(=O)Cc2ccccc2)s1,2,-7,-2,3,-1,i,-26,-18,21,-4
Cc1ccc(NC(=O)Cn2nnc(C(=O)NCc3cccs3)c2N)cc1Cl,-2,0,2,-4,0,i,-9,42,14,0

# (continued)
SMILES,GSK3beta inhib,HSP90 inh,IEC-6 tox,HSF1 activator,HSF1 inh,PolyA inhibitor,KLF5 inh,aSyn UTR inh,AI-2 QS mod,GSK3A inh
Cc1ccc(C2N(c3ccc(Cl)c(Cl)c3)C(=O)C3CCCN32)o1 (centres undefined),-2,3,1,15,1,i,-2,-19,12,-1
Cc1cc(C)n(CC(C)NC(=O)CCc2nnc(CCc3ccccc3)o2)n1 (centres undefined),2,-3,-1,9,4,i,-9,8,25,-3
C/C(=C/C(=O)O)C(=O)Nc1cccc(C(F)(F)F)c1,2,2,-3,-4,-1,i,3,-33,14,1
O=C1CCC(C(=O)N2CCCCO2)CN1CCc1ccccc1 (centres undefined),-1,-4,0,31,18,i,-58,-89,12,-1
CN(C(=O)Nc1cnccc1C(F)(F)F)C1CCCCC1,0,-2,4,1,-9,i,-5,16,16,1
CC(C)(C)c1ccc(Oc2ccc(N)cc2)cc1,0,-2,3,4,-3,i,22,112*,-24,-2
COc1ccc(C(=O)Nc2ccccc2NC(=O)c2ccc(OC)cc2)cc1,-1,nt,nt,2,3,i,nt,-38,16,-1
CC(C)(C)NC(=O)NC(=O)COC(=O)Cn1c(C(F)(F)F)nc2ccccc21,-1,-1,-4,4,0,i,-19,-5,26,-8
Cc1cc(NC(=O)CCCC(=O)N(CC(=O)NC2CCCCC2)c2ccccc2)no1,0,1,3,4,6,i,-3,-2,19,2
CCc1noc(C)c1C(=O)N1CCN(S(=O)(=O)c2ccc(Cl)s2)CC1,-1,nt,nt,-1,4,i,nt,1,10,0
Cn1nc(C(F)(F)F)c(CNC(=O)C(C)(C)CCl)c1N1CCOCC1,0,3,5,-11,-11,i,-18,-7,3,-3
CC(=O)c1sc(N)nc1C,-1,nt,nt,1,2,i,nt,-6,11,-2
O=C(CCn1cccc(C(F)(F)F)c1=O)Nc1cccc(C(F)(F)F)c1,3,0,3,0,-7,i,0,18,30,-8

# Source: PubChem BioAssay (several laboratories)
